STK33 inh = human STK33 kinase inhibition; purified STK33, MBP phosphorylation, ADP-Glo luminescence; inhibition, % at 10 µM; hit rate 0.073% among 320,000;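 active = inhibition at or above 25%, using the most active replicate where run in duplicate; inactive = inhibition below 25%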
Target sequence (Q9BYT3 whole entry, looked up): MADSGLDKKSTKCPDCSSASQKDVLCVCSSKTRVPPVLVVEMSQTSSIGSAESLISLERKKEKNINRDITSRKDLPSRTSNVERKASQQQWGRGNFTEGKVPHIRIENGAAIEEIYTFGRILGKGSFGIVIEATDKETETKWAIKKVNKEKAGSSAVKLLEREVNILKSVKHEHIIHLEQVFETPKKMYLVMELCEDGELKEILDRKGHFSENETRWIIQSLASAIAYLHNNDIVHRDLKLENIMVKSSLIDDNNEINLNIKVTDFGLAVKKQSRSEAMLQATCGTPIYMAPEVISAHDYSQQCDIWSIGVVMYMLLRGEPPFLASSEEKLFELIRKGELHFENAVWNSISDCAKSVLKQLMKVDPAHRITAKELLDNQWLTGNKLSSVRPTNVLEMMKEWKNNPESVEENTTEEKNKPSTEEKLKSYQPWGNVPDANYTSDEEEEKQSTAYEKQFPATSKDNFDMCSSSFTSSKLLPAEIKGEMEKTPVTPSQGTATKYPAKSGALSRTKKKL
OX1R antag-1 = blocks the human orexin 1 receptor. CHO/OX1R cells, Fluo-8 calcium fluorescence, orexin A. AID 434989. hit rate 0.43% among 330,000. O43613. inhibition, % at 5 µM;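 active = inhibition above its plate's threshold, mean inhibition of all tested compounds on the plate plus 3 SD, cut at about 37% in these data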;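 note: 0% = orexin A challenge wells and 100% = SB-334867-A antagonist wells; not every result past the cut was called active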
Target sequence (O43613 whole entry, looked up): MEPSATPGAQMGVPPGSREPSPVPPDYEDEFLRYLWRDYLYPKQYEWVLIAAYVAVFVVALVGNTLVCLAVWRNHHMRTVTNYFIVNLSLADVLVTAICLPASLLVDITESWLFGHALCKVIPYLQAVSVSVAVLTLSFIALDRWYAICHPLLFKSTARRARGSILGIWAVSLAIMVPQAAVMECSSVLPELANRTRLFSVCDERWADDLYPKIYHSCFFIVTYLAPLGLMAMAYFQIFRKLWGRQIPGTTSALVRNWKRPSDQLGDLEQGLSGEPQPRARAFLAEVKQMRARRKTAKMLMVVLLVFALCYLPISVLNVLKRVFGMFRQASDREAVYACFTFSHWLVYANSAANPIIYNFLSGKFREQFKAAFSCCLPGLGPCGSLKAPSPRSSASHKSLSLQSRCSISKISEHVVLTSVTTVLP
OX1R antag-2 = blocks the human orexin 1 receptor; O43613; OX1R-expressing cells, FRET antagonist read-out; inhibition, % at 6.6 µM; hit rate 1.8% among 330,000; AID 485270; in the data active = inhibition mostly above about 38%, no sharp cut-off; inactive = mostly below about 40%;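 note: 0% = agonist challenge alone and 100% = reference antagonist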
Numbers without * were called inactive; x = no result given; & = joins results of further samples.

SMILES | STK33 inh | OX1R antag-1 | OX1R antag-2
Cc1cc(/C=N/N2CCN(C)CC2)c(C)n1-c1ccc(Cl)cc1 | 1.2 | -20 | 14
O=C(NCN1C(=O)C2C3C=CC(C3)C2C1=O)Nc1ccccn1 (configuration not stated) | 0.3 | -8 | 18
O=C(c1ccc(NC2=NC3CS(=O)(=O)CC3S2)cc1)N1CCN(c2ccccc2F)CC1 (configuration not stated) | -1.3 | -5 | 1
COc1ccc(COC(=O)Nc2cc3c(C(F)(F)F)nn(C)c3s2)cc1 | 0.3 | -26 | 2
Cc1cc(F)ccc1S(=O)(=O)Nc1ncnc2scc(-c3ccc(F)cc3)c12 | -0.3 | -2 | 18
O=C(CN1C(=O)NC(c2ccccc2)(c2ccccc2)C1=O)NCc1cccs1 | x | -18 | 2
COc1cc(C(=O)Oc2ccccc2N)cc(OC)c1OC | 0.4 | -24 | 9
Cc1nc(NC(=O)CSc2nccn2C)sc1C(=O)N(C)C | 1.0 | -19 | 7
CCCCOc1ccc(C(=O)N2CCN(c3ncccn3)CC2)cc1 | -0.7 | -25 | 7
CC1CC(C)CN(C(=O)CSc2nnc(-c3ccc(Cl)s3)o2)C1 (configuration not stated) | 0.8 | -28 | 15
O=[N+]([O-])c1ccc2nc(SCc3cn4cc(Cl)ccc4n3)[nH]c2c1 | -1.7 | -18 | 16
FC(F)(F)c1nc(N2CCN(c3ccccc3)CC2)nc2c1CCCCC2 | -0.1 | -15 | 14
COc1ccc(S(=O)(=O)N2CCc3ccccc32)cc1C(=O)NCC(c1ccco1)N1CCCC1 (configuration not stated) | -1.0 | -17 | 4
Cn1cc(Br)c(-c2cccc(N3C(=O)CCCC3=O)c2)n1 | 0.4 | -4 | -2
NC(=O)c1ccc(-n2nnnc2SCC(=O)NC2CCCCC2)cc1 | 0.0 | -18 | 16
CC(=O)Nc1nc2ccc(Br)cc2s1 | 9.6 | 4 | 17
CC(Nc1nc(Nc2ccc(F)cc2)nc(SCC(N)=O)n1)c1ccccc1 (configuration not stated) | x | -49 | 4
Cc1ccccc1C(=O)N1CCC(C(=O)N(CC(C)C)c2c(N)n(Cc3ccccc3)c(=O)[nH]c2=O)CC1 | -0.9 | -5 | 3
CCN(CC)S(=O)(=O)c1cccc(C(=O)NC(Cc2c[nH]c3ccccc23)c2nnc3n2CCC3)c1 (configuration not stated) | -0.6 | 2 | 26
CC(C)C(=O)NNc1nc2ccccc2s1 | -2.7 | -9 | 7
Cc1ccc(S(=O)(=O)N2CCC(C(=O)N3CCC[C@H]3C(=O)NCC(C)C)CC2)cc1 | 1.2 | -9 | -3
CC(C)/C(C=O)=C(/NC1CCCCC1)c1ccccc1 | -0.2 | -26 | 4
CC1CCN(C(=O)C(C)OC(=O)CSc2ccc([N+](=O)[O-])cc2)CC1 (configuration not stated) | -0.4 | -12 | 24
Cc1ccc(C2(c3ccccc3)NC(=O)N(CC(=O)NCc3ccccc3)C2=O)cc1C (configuration not stated) | x | -14 | 10
Cn1cccc1-c1nc2ccccc2n1Cc1ccccc1 | -3.4 | -30 | 19
Cc1ccc(-c2nnc3ccc(SCC(=O)N4CCCc5ccccc54)nn23)cc1 | -2.5 | -17 | -4
O=C(C1CCN(S(=O)(=O)N2CCOCC2)CC1)N1CCN(c2ccc(F)cc2)CC1 | 0.8 | -24 | 4
O=C(C[n+]1ccccc1)Nc1ccc(Cl)c([N+](=O)[O-])c1 | -1.9 | -4 | 1
O=C(NCCc1ccccc1)c1cc(-c2ccco2)on1 | 0.4 | 6 | 1
O=C(Cn1nc(C(=O)O)c2ccccc2c1=O)Nc1cc(Cl)ccc1-n1cncn1 | 0.3 | -13 | -3
C=CCC[C@H](Cc1ccc(F)cc1)C(=O)OC[C@@H](NC(=O)[C@H](CC=C)CC(=O)NCCO)C(C)(C)C | 0.1 | -23 | 5
N#Cc1cnn2c1nc(N1CCCCC1)c1ccccc12 | 0.9 | -19 | 12
OCC1(Cc2ccccc2)CCN(C2CCN(c3ccccc3F)CC2)CC1 | -1.2 | 2 | 13
Cn1cnc(S(=O)(=O)Nc2ccc3c(c2)OCCO3)c1 | 0.6 | 8 | -2
Cc1ccc(C)c(-c2nc3cc(N)ccc3o2)c1 | -0.3 | -19 | 28
COc1ccc(/C=N/NC(=O)COc2ccccc2-c2ccccc2)cc1 | -1.2 | -13 | 8
COCCNC(=O)C(C)N(c1ccc(OC)cc1)S(C)(=O)=O (configuration not stated) | -1.3 | -17 | 12
CCC(=O)NCCc1nc2cc(NC(=O)c3ccco3)ccc2n1C | -0.7 | -15 | 13
O=C(NCCc1cccc(F)c1)C1CCC(=O)N(CCCc2ccccc2)C1 (configuration not stated) | -0.5 | -21 | 15
CCn1c(SCC(=O)Nc2ccc3c(c2)OCO3)nnc1C(C)C | -0.4 | -10 | 9
CCc1sc(C(=O)Nc2ccc3nc(C)sc3c2)cc1C | -1.5 | 65* | 81*
Cc1nnsc1NC(=O)OCC(C)(C)C | -0.4 | -5 | 7
CSc1nc(C)cc(Oc2ccccc2)n1 | -4.0 | -13 | 6
CCN(CC)C(=O)CSc1ncnc2sc(C)c(C)c12 | -2.7 | -34 | 7
CN(CC(=O)Nc1ccc(F)c(F)c1F)C(=O)c1ccc2c(c1)S(=O)(=O)N=C1CCCCCN12 | -1.3 | -19 | 15
Cc1cc(C)n2nc(C(=O)OCC(=O)Nc3ccc(C)c(F)c3)nc2n1 | -1.1 | -5 | 15
Cc1nn(C)cc1S(=O)(=O)N1CCN(Cc2ccccc2Cl)CC1 | 0.7 | -21 | 5
CCOc1ccc(-c2cccc(NS(=O)(=O)c3ccccc3[N+](=O)[O-])c2)nn1 | 0.1 | -23 | 21
C/C(=N\NC(=O)c1cc(C)nc2ccccc12)c1cccc(Cl)c1 | -2.3 | -7 | 15
CCC1(C)N(O)C(C)(C)C(c2ccc(F)cc2)=[N+]1[O-] (configuration not stated) | -1.9 | -18 | 11
COc1cccc(N2CC(NC(=O)c3cccc4ccccc34)CC2=O)c1 (configuration not stated) | 0.2 | -27 | 12
O=S(=O)(Cc1cc(Sc2ccccc2)nc(-c2ccccc2)n1)c1ccccc1 | -0.7 | -7 | 25
CCCNCc1nnc(-c2ccccc2Cl)o1 | -0.4 | -10 | 4
C=CCOc1ccc(/C(O)=C2/C(=O)C(=O)N(CCCn3ccnc3)C2c2ccco2)cc1 (configuration not stated) | -0.4 | -9 | 15
CCN(CC)S(=O)(=O)c1ccc(NS(=O)(=O)c2ccc(O)c([N+](=O)[O-])c2)cc1 | -0.4 | -3 | 21
COC(=O)c1sc(NC(=O)c2c(C)noc2C)nc1C | 0.7 | -11 | 28
CC(=O)Nc1ccc(S(=O)(=O)Nc2cc(C)ccn2)cc1 | 0.4 | 9 | 21
O=c1[nH]c(C(F)(F)F)nc2c1nnn2Cc1ccccc1F | 2.1 | -9 | 24
COc1ccc([N+](=O)[O-])cc1Nc1c2ccccc2nc2ccccc12 | -0.2 | -31 | 20
CCN1CCN(CC(=O)c2c[nH]c3ccccc23)CC1 | -0.2 | 18 | 7

Filtered by structure, the compounds so far containing a thiophene ring, fused or not
SMILES | STK33 inh | OX1R antag-1 | OX1R antag-2
COc1ccc(COC(=O)Nc2cc3c(C(F)(F)F)nn(C)c3s2)cc1 | 0.3 | -26 | 2
Cc1cc(F)ccc1S(=O)(=O)Nc1ncnc2scc(-c3ccc(F)cc3)c12 | -0.3 | -2 | 18
O=C(CN1C(=O)NC(c2ccccc2)(c2ccccc2)C1=O)NCc1cccs1 | x | -18 | 2
CC1CC(C)CN(C(=O)CSc2nnc(-c3ccc(Cl)s3)o2)C1 (configuration not stated) | 0.8 | -28 | 15
CCc1sc(C(=O)Nc2ccc3nc(C)sc3c2)cc1C | -1.5 | 65* | 81*
CCN(CC)C(=O)CSc1ncnc2sc(C)c(C)c12 | -2.7 | -34 | 7

(more compounds)
SMILES | STK33 inh | OX1R antag-1 | OX1R antag-2
CCOc1cc(-c2cc(N)n[nH]2)cc(OCC)c1OCC | -3.0 | -25 | -5
Cc1ccc(-c2noc(CN(C(=O)CCCCCN3C(=O)c4ccccc4C3=O)C(C)C)n2)cc1 | -1.4 | -20 | 25
COc1ccccc1NC(=O)/C=C\C(=O)O | -0.8 | -1 | 9
COc1c(C(C)C)oc2cc3oc(=O)ccc3cc12 | 0.1 | -43 | 16
CC(C)=CCC(C)(C)C1OCCN1C(=O)Nc1ccccc1 (configuration not stated) | 4.4 | -16 | 18
CCCCNC(=O)C1CCC(CNc2c(N3CCC(C)CC3)c(=O)c2=O)CC1 (configuration not stated) | -0.1 | -8 | 5
Brc1ccc2[nH]c3nc(SCCN4CCOCC4)nnc3c2c1 | -1.2 | -27&2 | 59&29
COc1ccc(C(C[N+](=O)[O-])c2c(-c3ccccc3)cc3ccccn23)c(OC)c1 (configuration not stated) | 1.6 | -8 | 10
O=C(Nc1ccc(Br)cc1)c1cccn1-c1ncc(C(F)(F)F)cc1Cl | -0.9 | 21 | 18
COc1ccc(NC(=O)CCC(=O)OCC(=O)c2ccc(Oc3ccc([N+](=O)[O-])cc3)cc2)cc1 | 3.0 | -6 | 39
COc1ccccc1CCC(=O)OCC(=O)NC1CCCCC1 | -1.0 | -11 | 28
Cc1cccc(OCCNC(=O)CSc2ccc(C(F)(F)F)cc2[N+](=O)[O-])c1 | -1.9 | -22 | 13
Oc1ccc(Nc2nc(-c3ccccc3)nc3ccccc23)cc1 | 2.3 | -11 | -5
Cc1cccc(/C=C2/Sc3ccc(C(=O)NCCCN4CCOCC4)cc3NC2=O)c1 | -0.4 | 1 | 6
Cc1ccccc1-c1noc(-c2ccccc2C(=O)NCC2CCCO2)n1 (configuration not stated) | 0.3 | -5 | 11

An excerpt from above in order of their number in OX1R antag-1, falling:
SMILES | STK33 inh | OX1R antag-1 | OX1R antag-2
Cc1ccc(S(=O)(=O)N2CCC(C(=O)N3CCC[C@H]3C(=O)NCC(C)C)CC2)cc1 | 1.2 | -9 | -3
CCCNCc1nnc(-c2ccccc2Cl)o1 | -0.4 | -10 | 4
CC1CCN(C(=O)C(C)OC(=O)CSc2ccc([N+](=O)[O-])cc2)CC1 (configuration not stated) | -0.4 | -12 | 24
COc1ccc(S(=O)(=O)N2CCc3ccccc32)cc1C(=O)NCC(c1ccco1)N1CCCC1 (configuration not stated) | -1.0 | -17 | 4
Cc1cc(/C=N/N2CCN(C)CC2)c(C)n1-c1ccc(Cl)cc1 | 1.2 | -20 | 14
O=C(NCCc1cccc(F)c1)C1CCC(=O)N(CCCc2ccccc2)C1 (configuration not stated) | -0.5 | -21 | 15
COc1c(C(C)C)oc2cc3oc(=O)ccc3cc12 | 0.1 | -43 | 16

Next records follow:
SMILES | STK33 inh | OX1R antag-1 | OX1R antag-2
CCCCn1nc2cc(C(=O)NC3CCc4ccccc43)ccc2c1OCC (configuration not stated) | -0.6 | -31 | 23
Cc1occc1-c1nnc(SCC(=O)N2CCCC(C)C2)o1 (configuration not stated) | x | -19 | 8
CC1(C)CC(=O)C2=C(C1)NC(=O)CC2c1ccc(N(CCC#N)CCC#N)cc1 (configuration not stated) | -0.7 | 2 | 11
CCOC(=O)C1(Cc2cccc(Cl)c2)CCCN(C(=O)CCOC)C1 (configuration not stated) | -0.7 | -26 | 10
COc1ccc(-c2ccc(NC(=O)c3ccc(Br)o3)cc2)nn1 | -0.1 | -12 | 15
O=C1N=C(N2CCCCC2)S/C1=C\c1ccc(Br)cc1 | 0.5 | -16 | 11
COc1ccc(CCNC(=O)C(=O)NCCOc2ccccc2Cl)cc1OC | -0.9 | -26 | 26
COC(=O)c1c(C)[nH]c(C(=O)CC#N)c1C | -0.3 | -13 | 10
Cc1ccc(NC(=O)Cn2nc(-c3ccccc3)nc2-c2ccccc2)c(C)c1 | -4.7 | -6 | 16
CC(C)NC(=O)C(C)N1CCN(S(=O)(=O)c2ccc3ccccc3c2)CC1 (configuration not stated) | -0.8 | -16 | 23
CC(=O)Nc1cccc(NC(=O)CSc2ccc(-c3cccnc3)nn2)c1 | 1.5 | 0 | -1
O=C(Cc1c(F)cccc1Cl)OCC(=O)N1CCN(c2ccccc2)CC1 | -0.9 | -16 | 8
CC(=O)c1c[nH]c(C(=O)NCC2CCCO2)c1 (configuration not stated) | -0.2 | 1 | 13
CC(NS(=O)(=O)c1ccccc1)C(=O)Nc1ccc(S(N)(=O)=O)cc1 (configuration not stated) | 0.2 | -18 | -1
O=C(Cc1ccccc1)N1CCN(c2ccccc2F)CC1 | -0.2 | -9 | 12
O=Cc1cn(CC(=O)N2CCCc3ccccc32)c2ccccc12 | -2.8 | -27 | 24
CCOc1ccc(CC(=O)Nc2sc(Cc3ccccc3)cc2C(N)=O)cc1OCC | -0.1 | 14 | 79*
COc1ccc(-c2c(C)cc3oc(=O)cc(-c4ccccc4)c3c2C)cc1F | x | -9 | 15
COc1ccc2cc(C(=O)N/N=C/c3cc(OC)c(OC)c(OC)c3)[nH]c2c1 | 0.0 | -26 | 11
COc1cc(CN2CCC(N3CCC(C(=O)N4CCCC4)CC3)CC2)cc2c1OCO2 | -0.6 | -11 | 2
COc1ccc(-c2ccc3oc(-c4ccc(OC)cc4)c(C#CCCO)c3c2)cc1 | -0.9 | -18 | 15
CCC(=O)NC(Nc1c(C)n(C)n(-c2ccccc2)c1=O)C(Cl)(Cl)Cl (configuration not stated) | 0.6 | -18 | -3
O=C(NCC1CCCO1)c1cc2c([nH]c3ccccc32)c(-c2cccc(Cl)c2)n1 (configuration not stated) | 0.0 | 9 | 50*
O=C1OCCC1Sc1nc2ccccc2s1 (configuration not stated) | -3.1 | 3 | 14
COc1ccccc1/C=N/NC(=O)c1nnn(-c2nonc2N)c1CN(C)c1ccccc1 | -2.1 | 30 | 37
Nc1cc(Br)c(N)c(Br)c1 | -0.6 | 3 | 6
CCOC(=O)C1Sc2ccccc2NC1=O (configuration not stated) | -2.6 | -4 | 19
CC1=C(C(=O)OCc2ccccc2)C(c2ccc3ccccc3c2)NC(=O)N1CCCCCC(=O)O (configuration not stated) | 1.1 | -24 | 12
Brc1ccc(OCCOc2cccc3cccnc23)cc1 | 0.0 | -24 | 7

Assay outcomes: PubChem BioAssay, several laboratories
